Screening data as filed in PubChem.
UDG counterscr: blocks uracil-DNA glycosylase in AID counter-screen | FRET deamination/UDG coupled assay, UDG read, 4 h | Potency, µM (highest dose often 115 µM), for the others: at the top dose activity change, negative = inhibition, actives largely listed as inhibitors | 91,000 compounds, 0.14% hits | AID 1347430; note: nearly all actives have a fitted effect of over 65% in size
AID inhibitor: inhibitors of human activation induced cytidine deaminase; Q9GZX7; AID deamination FRET fluorescence, UDG-coupled, 4 h; Potency, µM (highest dose often 115 µM), for inactives: at the top dose activity change, negative = inhibition, most hits filed as inhibitors; 91,000 compounds, 0.32% hits; AID 1347428; note: nearly all actives have a fitted effect of over 25% in size
Target sequence (Q9GZX7 whole entry, looked up): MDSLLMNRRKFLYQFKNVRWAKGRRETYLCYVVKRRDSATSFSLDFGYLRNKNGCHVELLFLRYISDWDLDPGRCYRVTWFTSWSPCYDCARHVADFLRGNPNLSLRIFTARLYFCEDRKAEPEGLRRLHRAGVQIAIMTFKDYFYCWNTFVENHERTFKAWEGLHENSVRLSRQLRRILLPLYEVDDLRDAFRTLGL
Active calls of the source: *; u = inconclusive; [ ] = remark or other dose. Calls come from the whole dose curve; as a rule, active = well fitted curve in the direction sought with a large enough effect; inconclusive = small, poorly fitted or top-dose-only effect, or another doubt; inactive = no such curve, though single readings can be large; an effect the other way counts as inactive or inconclusive. % is set by controls: 0 for no effect and ±100 for the full control effect; potency is the fitted concentration of half-maximal effect. The list is partial; count on the stated rates, not on these rows.

Start of the data: the first 2 compounds (preview)
Values run as follows: UDG counterscr	AID inhibitor
> CCn1c(C)c(C)c2cc(C(=O)NCc3ccc(F)cc3)ccc21
→ 11.8%	-8.3%
> COc1ccc2c(c1)O/C(=C\c1ccc(OS(C)(=O)=O)c(OC)c1)C2=O
→ 3.8%	4.6%

Main list, from the start:
Values run as follows: UDG counterscr	AID inhibitor
> CCn1c(C)c(C)c2cc(C(=O)NCc3ccc(F)cc3)ccc21
→ 11.8%	-8.3%
> COc1ccc2c(c1)O/C(=C\c1ccc(OS(C)(=O)=O)c(OC)c1)C2=O
→ 3.8%	4.6%
> Cc1ccc(C)c(NS(=O)(=O)c2ccc3c4c(cccc24)C(=O)N3)c1
→ -1.8%	0.2%
> CCOC(=O)CSC(C)C(=O)NCC1CCCCC1 (configuration not stated)
→ -9.3%	0.0%
> C/C=C(\C)C(=O)OC1Cc2c(ccc3ccc(=O)oc23)OC1(C)C (configuration not stated)
→ 9.2%	-5.1%
> C/C=C/C=C/C(=O)Nc1c(C)cccc1C(C)C
→ 5.4%	-2.7%
> O=C(COc1ccccc1)OCc1cc(=O)n2nc(-c3cccs3)sc2n1
→ -9.7%	40.5%[activator]
> O=C(Nc1ccccc1C(F)(F)F)C1CCN(S(=O)(=O)c2ccccc2)CC1
→ -2.2%	16.0%
> O=[N+]([O-])c1cccc(N/N=C/c2ccc3ncccc3c2)c1
→ -6.8%	-11.8%
> O=Cc1c(-c2cc(Cl)c(Cl)cc2Cl)[nH]c2ccccc12
→ -1.7%	8.7%
> CCc1ccc(Oc2c(C(F)(F)F)oc3c(CN4CCN(CC)CC4)c(O)ccc3c2=O)cc1
→ 6.9%	-1.3%
> C=CCNc1nc2c(c(=O)[nH]c(=O)n2C)n1CCCC
→ -3.3%	-8.3%
> COc1ccc(CNC(=O)C(C)n2nc(C)c3c(C)n(-c4ccccc4)nc3c2=O)c(OC)c1 (configuration not stated)
→ -16.3%	-18.8%
> Cc1ccccc1-c1nnc(SCc2cn3cccc(C)c3n2)o1
→ -0.7%	-7.8%
> CCOc1ccc(-n2ccnc2SCC(=O)Nc2ccc(OC)cc2OC)cc1
→ -6.1%	-19.8%
> O=C(N/N=C/c1ccccc1Br)c1cccs1
→ 7.4%	1.5%
> Cc1cc(=O)[nH]c2nnc(SCc3c(F)cccc3Cl)n12
→ -4.0%	8.1%
> Fc1cccc(Oc2ccc(CNc3ncccn3)cn2)c1
→ -5.8%	-10.1%
> COc1ccc(NC(=O)CN(c2ccc(C)cc2)S(=O)(=O)c2cccc3nonc23)cc1OC
→ u	20.3%
> COc1ccc(C)cc1NC(=O)NC(C(=O)N1CCc2ccccc21)C(C)C (configuration not stated)
→ -4.9%	-13.5%
> O=C(COC(=O)c1ccc2c(c1)-c1ccccc1C2=O)c1cccc([N+](=O)[O-])c1
→ -6.6%	-5.2%
> COc1ccc(Br)c(C(=O)Nc2cc3c(cc2N2CCOCC2)n(C)c(=O)n3C)c1
→ u	67.2%[activator]
> Cc1cc(C)cc(N(CC(=O)Nc2ccc(C)cc2Cl)S(=O)(=O)c2c(C)[nH]c(=O)[nH]c2=O)c1
→ -1.7%[57.5 µM]	-1.8%[57.5 µM]
> Cc1c(CNC2CCCCC2)c(C(=O)O)c(C)n1Cc1ccc(Cl)cc1
→ -26.2%[57.5 µM]	138.9%
> CC(=O)N1c2ccc(S(=O)(=O)Nc3ccc(C)c(Cl)c3)cc2CC1C (configuration not stated)
→ -16.9%[57.5 µM]	14.4%
> COc1ccccc1CNC(=O)CSC1=Nc2ccccc2N=C(c2ccc(F)cc2)C1
→ -1.8%	-3.9%
> Fc1ccc(C2=Nc3ccc(Cl)cc3NC(c3cccs3)=N2)cc1
→ -7.9%	-10.7%
> CC1(C)Cc2ccccc2-c2nnc(-c3ccccn3)n21
→ 12.3%	9.2%
> CCOc1ccccc1NC(=O)Cc1nc(-c2cccs2)oc1C
→ -1.5%	-8.1%
> CCOc1cccc2c(C)nc(Nc3nc(C)c(CC)c(=O)[nH]3)nc12
→ -7.3%	50.1µM*
> CC(C)(C)C1CCc2c(sc(/N=C/c3ccc(I)s3)c2C#N)C1 (configuration not stated)
→ -2.2%	-3.8%
> Cc1ccc(CN(Cc2ccco2)C(=O)c2ccc(Cl)cc2)o1
→ -8.1%[57.5 µM]	-26.1%
> CCCCCCCCCCSCC(=O)OCC(=O)c1ccc(-c2ccccc2)cc1
→ 3.8%	30.2%[activator]
> COc1ccc(-c2nc3ccc(NS(=O)(=O)c4ccc(C)cc4)cc3o2)cc1
→ 32.2%[activator]	9.3%
> CC1(C)Cc2c(sc3c2c(=O)n(CCO)c(=O)n3CCCc2ccccc2)CO1
→ 5.3%	-5.2%
> O=C(Nc1ccc(-c2nc3ccccc3o2)c(O)c1)c1ccccc1
→ -7.2%	-5.7%
> CS(=O)(=O)N1CCc2cc(C(=O)N3CCN(c4cccc(Cl)c4)CC3)ccc21
→ -3.9%	-12.3%
> NC(=O)N/N=C/c1ccccc1Br
→ -3.4%	-4.1%
> Cc1cc(OC(=O)c2ccccc2Cl)cc(OC(=O)c2ccccc2Cl)c1
→ -4.8%	5.5%
> Cc1cc(C)c(NC(=O)C2CCN(C(=O)N3CC(C)Oc4ccc(Cl)cc43)CC2)c(C)c1 (configuration not stated)
→ -9.2%	-29.6%
> COC(=O)C(=C/C=C/c1ccccc1)C(=O)OC
→ -2.0%	-5.9%
> Cc1ccc(CNC(=O)c2cnn(C)c2-n2cccc2)cn1
→ -7.8%	-20.2%
> COc1ccc(/C(C)=N/O)c(F)c1
→ -2.7%	-0.1%
> COCCCNC(=O)CCn1c(=O)c2ccccc2n(CC(=O)Nc2cc(Cl)ccc2OC)c1=O
→ -12.6%	-18.3%
> COc1ccc(-n2nc3c(N4CCCC(C(=O)NCc5cccc(F)c5)C4)nnc(C)c3c2C)cc1 (configuration not stated)
→ -3.4%	16.8%
> CCN(CC)CCCNC(=O)c1cccs1
→ 0.7%	-2.2%
> CC(=O)c1ccc(NC(=O)CCc2c(C)nc3c(c(C)nn3-c3ccc(C)cc3)c2C)cc1
→ -2.1%	0.4%
> COc1ccc(OCCOC(=O)CCC(=O)c2ccc3c(c2)OCCO3)cc1
→ -13.0%	-14.4%
> CN(C)CCNCc1ccc2c(c1)OCO2
→ -10.0%	2.2%
> N#Cc1cn(CC(=O)NC2CCCCC2)c2ccccc12
→ 6.8%	0.4%

(cont.)
Values run as follows: UDG counterscr	AID inhibitor
> CC1=C(c2ccc(Cl)cc2)S(=O)(=O)N=C1N1CCN(c2cccc(C)c2)C(C)C1 (configuration not stated)
→ -1.2%	5.3%
> Cc1ccc(SCc2ccc(C(=O)Nc3c(C)cc(C)cc3C)cc2)cc1
→ 0.8%	6.3%
> Cc1ccccc1C(=O)Nc1nc2nc(C)c(C)c(=O)n2[nH]1
→ -9.6%	-4.7%
> Cc1cccc(C)c1NC(=O)CC(C)(C)CC(=O)O
→ 5.2%	5.3%
> CCOC(=O)c1cccc(NC(=O)N2Cc3ccccc3Oc3ncccc32)c1
→ -15.9%	u
> CCOc1ccc(-c2nc3ccccc3c(=O)o2)cc1
→ -11.5%	10.0%
> O=C(O)C1(Cc2nc3ccccc3s2)CCCC1
→ -7.8%	-8.5%
> COCCc1nn2c(=O)cc(COC(=O)COc3ccccc3C)nc2s1
→ -8.0%	111.3%[activator]
> COC(=O)c1[nH]c2ccc(C)cc2c1NC(=O)C(C)N1CCCC(C)(C)C1 (configuration not stated)
→ 0.6%	5.4%
> COc1cccc(NC(c2nnc(-c3ccccc3)o2)c2ccc(F)cc2Cl)c1 (configuration not stated)
→ -11.6%	u
> Cc1ccc(/C=N/Nc2ccccc2C(F)(F)F)cc1
→ 7.6%	-2.5%
> Cc1ccc2c(CN3CCN(C(=O)c4ccc(C)c(F)c4)CC3)cc(=O)oc2c1
→ -1.0%	-4.5%
> Fc1ccc(N/N=C/c2cccc(Cl)c2Cl)c(F)c1
→ -2.7%	1.5%
> O=C(c1cc2c(s1)CCCCCC2)N1CCN(c2ncccn2)CC1
→ -16.4%	-18.9%
> COc1ccccc1N1CCN(CC(O)COc2ccc(C)cc2C(C)(C)C)CC1 (configuration not stated)
→ -17.0%	u
> COc1ccccc1CNC(=O)Cn1c(=O)oc2ccccc21
→ 1.3%	-0.2%
> CCC1(C)CC(=O)NC1=O (configuration not stated)
→ 6.6%	-1.5%
> Cc1csc2nc(-c3cccc(NC(=O)c4cccc(F)c4)c3)cn12
→ -4.1%	u
> COc1ccccc1Nc1nc(N)c(C(=O)c2c(C)cc(C)cc2C)s1
→ 7.0%	-12.8%
> CCOC(=O)C1=C(O)C(=O)N(c2ccccc2)C1c1ccccc1F (configuration not stated)
→ 1.7%	-15.0%
> O=S(=O)(CCSc1nncs1)c1ccccc1
→ 3.0%	-7.5%
> CCc1ccc(-c2nc(C(=O)N3CCN(C(C#N)c4ccc(F)cc4)CC3)cs2)cc1 (configuration not stated)
→ -10.4%	-16.6%
> Cc1ccc(C(=O)NC(C)C2CC3CCC2C3)s1 (configuration not stated)
→ 2.9%	-2.7%
> Cc1ccc(NC(=O)CN2C(=O)CCc3ccccc32)cc1C
→ -0.5%	-9.7%
> Cc1ccccc1NC(=O)Cn1nnc(C(=O)NCCc2ccccc2)c1N
→ 0.3%	-7.5%
> O=C(Nc1ccccc1)c1c2c(nc3ccccc13)CCC2
→ 4.8%	-0.4%
> O=C(NCC(=O)N1CCN(S(=O)(=O)c2c(Cl)cccc2Cl)CC1)NCc1ccccc1
→ 4.7%	-7.8%
> COCCCNC(=O)c1ccc2c(c1)nc(C)n2-c1cccc(C)c1
→ 3.9%	6.0%
> CCOCCn1ccc2c(OCC(=O)Nc3ccc(C(N)=O)cc3)cccc2c1=O
→ 22.9%	-6.8%
> COc1ccc(NC(=O)c2cc(C3CC3)nc3c2c(C)nn3-c2ccccc2)c(OC)c1
→ 0.8%	2.4%
> COC(=O)Nc1ccc(CNCc2ccccn2)cc1
→ 5.2%	4.3%
> CC(Sc1ccc(Cl)cc1)C(=O)Nc1ccc(C(C)C)cc1 (configuration not stated)
→ -3.8%	-4.0%
> O=C(O)C(c1c[nH]c2cc(F)ccc12)N1CCN(CCOc2ccc(Cl)cc2)CC1 (configuration not stated)
→ -13.9%	0.2%
> CCOC(=O)c1cccc(NC(=O)CCC2CCCCC2)c1
→ 3.4%	-9.1%
> CC(OC(=O)Cc1n[nH]c(=O)c2ccccc12)C(=O)NC(N)=O (configuration not stated)
→ 7.3%	3.1%
> CCc1ccccc1NC(=O)Cn1nc(C)c2nn(-c3ccc(Cl)cc3)c(C)c2c1=O
→ 0.8%	-3.8%
> CC(C)CC(C)N(C)CC(=O)NC(C)(C#N)C1CC1 (configuration not stated)
→ -0.8%	-0.4%
> CCc1ccc(S(=O)(=O)c2nnn3c2nc(NCCNC(C)=O)c2cc(Cl)ccc23)cc1
→ -8.4%	-13.7%
> CC(OC(=O)c1cccs1)C(=O)c1ccccc1 (configuration not stated)
→ -18.5%	-4.3%
> CC(CNC(=O)CCCn1c(=O)c2cccn2c2ccccc21)c1ccccc1 (configuration not stated)
→ -0.8%[57.5 µM]	u
> CCOc1ccc(NC(=O)Cn2c(=O)n(-c3cccc(Cl)c3)c(=O)c3c2c2cc(C)ccc2n3C)cc1
→ -8.5%	11.9%
> CN(C(=O)C1=CC(c2ccc3c(c2)OCO3)=NS(=O)(=O)N1C)c1ccccc1
→ 2.4%	43.9%[activator]
> Cc1cc(C)n(CCc2nc3c4ccccc4nc(N4CCN(c5ccccc5)CC4)n3n2)n1
→ u	2.8%
> COc1ccc(Cl)cc1NS(=O)(=O)c1cc(-c2cc(C)no2)ccc1C
→ -15.3%	-0.3%
> CCc1ccccc1NC(=O)Nc1nnc(N(CC)c2ccccc2)s1
→ -23.4%	-11.0%
> Cc1oc(-c2ccccc2)nc1C(=O)NC(C)CN1CCOCC1 (configuration not stated)
→ -3.5%	2.8%
> Cc1cccc(N2C(=O)CSC23C(=O)N(CC(=O)Nc2cccc(Cl)c2)c2ccccc23)c1 (configuration not stated)
→ 3.7%	-16.7%
> COc1ccc(S(=O)(=O)N2CCN(Cc3nc4ccc(C)cc4o3)CC2)cc1OC
→ 17.6%	-11.9%
> CCC1CCC/C1=N\NC(=O)c1ccoc1C (configuration not stated)
→ -4.9%	1.6%
> Cc1ccccc1NC(=O)COC(=O)c1ccc2nc(C)c(C)nc2c1
→ 1.5%	-0.7%

Further compounds
Values run as follows: UDG counterscr	AID inhibitor
> C=CCNc1ccc(C(F)(F)F)cn1
→ -2.1%	-2.6%
> O=C(O)C/C(=C/c1ccc(Br)cc1)c1nc2ccccc2s1
→ 1.8%	-9.0%
> Cc1cc2oc(C(=O)NCC(c3cccs3)N3CCCCCC3)cc(=O)c2cc1Cl (configuration not stated)
→ -6.5%	-4.2%
> CCc1ccc(NC(=O)c2cccc(N3CCCS3(=O)=O)c2)cc1
→ 23.8%	2.6%
> O=C(CSc1ncccn1)c1ccc(F)cc1
→ -4.0%	-0.2%
> Cn1cc(B2OC(C)(C)C(C)(C)O2)cn1
→ -1.3%	0.8%
> CCOc1ccc(CNC(=O)Cn2nc(C)n3cccc3c2=O)cc1
→ 29.5%	-10.0%
> Cc1cc(C(F)(F)F)nn1-c1nc(-c2ccccc2)cc(C(F)(F)F)n1
→ 3.4%	u
> O=C(COC(=O)c1ccsc1)c1ccc2c(c1)OCCCO2
→ -10.0%	30.7%[activator]
> CCC(=O)Oc1ccc(-c2nc3ccccc3c(=O)o2)cc1
→ -2.9%	-8.9%
> CC(C)NC(=O)Cn1ncn2c(cc3cc(F)ccc32)c1=O
→ 0.4%	-0.7%
> CCN1CC(CN(C)C(=O)c2nn(Cc3ccccc3)c(=O)c3ccccc23)Oc2ccccc21 (configuration not stated)
→ -10.2%	-26.1%
> CCOC(=O)c1noc2nc(C)n(CC(=O)NC(C)CC)c(=O)c12 (configuration not stated)
→ -9.8%	-11.3%
> Cc1nn(CC(=O)c2cc(C)n(C(C)C)c2C)c(=O)c(C#N)c1C
→ -11.3%	1.9%
